Screening data: PubChem BioAssay, National Center for Advancing Translational Sciences (NCATS)
APE1 inh: qHTS Assay for Inhibitors of the Human Apurinic/apyrimidinic Endonuclease 1 (APE1) | recombinant APE1, TAMRA/BHQ-2 abasic DNA cleavage fluorescence | 0.35% of 350,000 active | Potency, µM (series often up to 65.8 µM), for the others: top-dose activity change, negative = inhibition, hits mostly inhibitors;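 also: plate controls were vehicle for no effect and reference inhibitor for full effect; nearly all actives have a fitted effect of over 55% in size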
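Measures dequenching upon AP-site incision of a 5'-TAMRA/3'-BHQ-2 THF-containing duplex, 50 nM; human APE1 0.75 nM after 15 min room-temperature exposure to compound; kinetic three-point read at one-minute spacing.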
POLK inh: qHTS for Inhibitors of Polymerase Kappa | DNA polymerase kappa (Homo sapiens), Q9UBT6 | purified Pol kappa, fluorescent DNA synthesis assay, 10 min | Potency, µM (titrated, usually from 107 µM), inactives show at the top dose activity, negative = inhibition, actives largely listed as inhibitors | 0.53% of 400,000 active | AID 588579, 2011; also: % is scaled to controls: 0 for no effect and ±100 for the full control effect
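Enzyme at 10 nM met test compounds for 15 min at room temperature. Substrate addition (50 nM final) began the reaction, which was monitored by fluorescence at 0 and 10 min.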
POLH inh: qHTS for Inhibitors of Polymerase Eta | DNA polymerase eta (Homo sapiens), Q9Y253 | recombinant Pol eta, fluorescent DNA replication assay | Potency, µM (titrated, usually from 114 µM), for inactives: at the top dose activity change, negative = inhibition, most hits filed as inhibitors | 1.2% of 390,000 active | AID 588591, 2011; also: % is scaled to controls: 0 for no effect and ±100 for the full control effect
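Pol eta at 10 nM preincubated with compounds 15 min at room temperature; reaction started with fluorescent substrate (50 nM final) and read kinetically at 0 and 10 min.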
Pol beta inh: qHTS Assay for Inhibitors of DNA Polymerase Beta; AID 485314, 2010; 1.3% of 340,000 active; Potency, µM (doses to about 114 µM), for the others: top-dose activity change, negative = inhibition, hits mostly inhibitors; P06746; Pol beta primer extension/strand displacement, fluorescence kinetic; also: % is scaled to controls: 0 for no effect and ±100 for the full control effect
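Preincubation: enzyme (10 nM) with compound, 15 min, RT. Reaction: substrate added to 50 nM final. Reads: 0 and 10 min. Analysis: normalized, Hill fit.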
Anesthetic bind: qHTS Assay for Identification of Novel General Anesthetics. apoferritin/1-aminoanthracene competitive binding, fluorescence. Potency, µM (series often up to 77.5 µM), for the others: at the top dose activity change, negative = displacement, usual class: inhibitors. 0.074% of 350,000 active; also: % is scaled to controls: 0 for no effect and ±100 for the full control effect; nearly all actives have a fitted effect of over 20% in size
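In PBS, apoferritin at 10 uM is loaded with 1-AMA from a 50% saturated solution. After 10 min of compound exposure at ambient temperature, reduced 535 nm fluorescence indicates probe displacement.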
G9a inh: qHTS Assay for Inhibitors of Histone Lysine Methyltransferase G9a; G9a H3K9 monomethylation, AlphaScreen, 2 h; Potency, µM (top dose mostly 102 µM), for the others: top-dose activity, negative = inhibition, hits mostly inhibitors; 8.8% of 350,000 active; also: % is scaled to controls: 0 for no effect and ±100 for the full control effect; nearly all actives have a fitted effect of over 75% in size
Target sequence (Q96KQ7 913-1193 limits assumed): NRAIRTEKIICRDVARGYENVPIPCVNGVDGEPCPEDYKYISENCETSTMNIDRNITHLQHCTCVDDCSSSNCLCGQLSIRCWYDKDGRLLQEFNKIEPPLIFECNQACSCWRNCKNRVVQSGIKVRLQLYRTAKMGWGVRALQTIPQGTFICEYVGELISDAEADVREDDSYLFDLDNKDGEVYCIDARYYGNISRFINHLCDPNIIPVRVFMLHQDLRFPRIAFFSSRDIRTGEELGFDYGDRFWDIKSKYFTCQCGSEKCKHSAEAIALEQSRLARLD
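Signal arises when biotinylated H3K9 peptide, once monomethylated, bridges streptavidin donor and antibody-captured acceptor beads. Enzyme at 20 nM was preincubated 15 min with test compounds; peptide 500 nM and SAM 20 uM then reacted for 2 h.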
BLM inh: qHTS Assay for Inhibitors of Bloom's syndrome helicase (BLM); RecQ-like DNA helicase BLM (Homo sapiens), P54132; recombinant BLM DNA unwinding, fluorescence dequenching; Potency, µM (highest dose often 56.1 µM), without a hit: top-dose activity change, negative = inhibition, most hits filed as inhibitors; 0.2% of 350,000 active;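 also: plate controls were vehicle for no effect and no enzyme for full effect; nearly all actives have a fitted effect of over 35% in size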
BAZ2B block: qHTS Assay for Inhibitors of BAZ2B; Bromodomain adjacent to zinc finger domain protein 2B (Homo sapiens), Q9UIF8; Potency, µM (highest dose often 114 µM), for inactives: at the highest dose activity change, negative = inhibition, usual class: inhibitors; 4.4% of 360,000 active; AlphaScreen BAZ2B-H3K14Ac peptide displacement; also: % is scaled to controls: 0 for no effect and ±100 for the full control effect; nearly all actives have a fitted effect of over 60% in size
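Multi-concentration screen (max 110 uM) measuring displacement of acetylated histone H3 peptide from BAZ2B by AlphaScreen, using 50 nM protein, 50 nM peptide and 10 ug/mL streptavidin donor plus Ni-chelate acceptor beads.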
Pol iota inh: qHTS for Inhibitors of Polymerase Iota; Potency, µM (top dose mostly 115 µM), for the others: at the top dose activity, negative = inhibition, actives largely listed as inhibitors; 1% of 390,000 active; Pol iota fluorescent replication assay, 10 min
Target sequence (Q9UNA4 whole entry, looked up): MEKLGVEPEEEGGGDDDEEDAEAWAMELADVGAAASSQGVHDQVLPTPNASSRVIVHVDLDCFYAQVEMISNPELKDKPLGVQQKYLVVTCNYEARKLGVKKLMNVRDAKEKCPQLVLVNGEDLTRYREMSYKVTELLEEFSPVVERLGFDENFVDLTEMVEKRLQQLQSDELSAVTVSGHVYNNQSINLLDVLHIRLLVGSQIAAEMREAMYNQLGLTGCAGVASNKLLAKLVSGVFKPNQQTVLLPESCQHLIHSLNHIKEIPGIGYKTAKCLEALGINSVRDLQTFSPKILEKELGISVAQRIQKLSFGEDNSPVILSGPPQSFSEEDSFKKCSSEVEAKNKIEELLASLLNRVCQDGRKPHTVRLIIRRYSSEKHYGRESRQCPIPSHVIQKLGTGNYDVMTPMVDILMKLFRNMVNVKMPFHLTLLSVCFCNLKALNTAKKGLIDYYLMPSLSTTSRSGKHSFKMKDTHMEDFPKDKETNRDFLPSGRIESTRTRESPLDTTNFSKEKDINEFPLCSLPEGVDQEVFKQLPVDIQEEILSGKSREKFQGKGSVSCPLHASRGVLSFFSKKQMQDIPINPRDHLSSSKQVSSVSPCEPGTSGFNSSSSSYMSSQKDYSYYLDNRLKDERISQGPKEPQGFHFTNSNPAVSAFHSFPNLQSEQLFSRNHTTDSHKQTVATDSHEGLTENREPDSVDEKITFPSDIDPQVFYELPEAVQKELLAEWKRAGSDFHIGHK
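Pol iota at 10 nM preincubated 15 min with compounds at room temperature; reaction started with fluorescent substrate, 50 nM final. Fluorescence read kinetically at 0 and 10 min; buffer-only wells as negative control.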
Numbers without * were called inactive; [ ] = remark or other dose. Calls follow the shape of the dose curve; as a rule, active = well fitted curve in the direction sought with a large enough effect; inconclusive = small, poorly fitted or top-dose-only effect, or another doubt; inactive = no such curve, though single readings can be large; an effect the other way counts as inactive or inconclusive. Potency is read from the fitted curve at half-maximal effect. Only part of the results is shown; rates above refer to the full screens.

Results for Cc1c(C(=O)NCc2ccccc2Cl)sc2nc(-c3ccc(F)cc3)cn12 ?
POLK inh: -8.9%[60.1 µM]; POLH inh: 5.3%; Pol beta inh: 20.4%; Anesthetic bind: -3.2%; G9a inh: inconclusive; BLM inh: -3.7%; BAZ2B block: 1.4%; Pol iota inh: -8.5%

Results for COc1ccc(OC)c(C2C(C#N)=C(N)N(N(C)C)C3=C2C(=O)CC(C)(C)C3)c1 (stereo unspecified) ?
APE1 inh: -23.5%; POLK inh: -3.5%; POLH inh: -4.3%; Pol beta inh: 38.4%; Anesthetic bind: 0.7%; G9a inh: inconclusive; BLM inh: -2.0%; BAZ2B block: -0.3%; Pol iota inh: 22.7%

What do the screens show for `CN(C)c1ccc(N=Cc2ccco2)cc1`?
APE1 inh: -4.6%; POLK inh: -20.5%; POLH inh: 1.0%; Pol beta inh: 13.7%; Anesthetic bind: inconclusive; G9a inh: 10µM*; BLM inh: -11.3%; BAZ2B block: -107.8%; Pol iota inh: inconclusive

How did CC(=O)c1cc(-c2ccc(F)cc2)n(CCC(=O)NC(C)(C)C)c1C do in these assays?
APE1 inh: -0.1%; POLK inh: -3.4%; POLH inh: -2.6%; Pol beta inh: 100.2%; Anesthetic bind: -10.2%; G9a inh: -8.7%; BLM inh: -0.6%; BAZ2B block: 50.1µM*; Pol iota inh: 2.3%

Results for CN(C)c1ccc(Nc2cc(Cl)ncn2)cc1 ?
APE1 inh: 2.2%; POLK inh: -3.9%; POLH inh: -17.6%; Pol beta inh: 8.4%; Anesthetic bind: -12.1%; G9a inh: 4.5%[0.501 µM]; BLM inh: 2.4%; BAZ2B block: inconclusive; Pol iota inh: 1.7%

What do the screens show for `NCCCC[C@@H](C(=O)NCCCCCCCCCCC(=O)N1CCNCC1)n1cc(CCCC(=O)O)nn1`?
APE1 inh: 16.6%; POLK inh: -0.9%; POLH inh: -18.3%; G9a inh: 19.4%[2.33 µM]; BAZ2B block: -9.2%; Pol iota inh: 15.0%

Results for CCc1nc2c(nnn2Cc2ccc(F)cc2)c(=O)[nH]1 ?
APE1 inh: -11.8%; POLK inh: -2.1%[60.1 µM]; POLH inh: -1.6%; Pol beta inh: -0.8%; Anesthetic bind: -8.1%; G9a inh: 19.6%; BLM inh: 4.6%; BAZ2B block: -16.9%; Pol iota inh: 24.2%

What do the screens show for `Cc1ccc(C(=O)N2CCN(S(=O)(=O)c3ccc(C)c([N+](=O)[O-])c3)C2)cc1`?
APE1 inh: -4.4%; POLK inh: -1.8%; POLH inh: -16.1%; Pol beta inh: 4.5%; Anesthetic bind: -16.9%; G9a inh: -8.4%; BLM inh: -0.7%; BAZ2B block: -23.2%; Pol iota inh: 101.6%[activator]

How did O=C(Nc1ccc(F)cc1)c1ccc2c(=O)n(CC3CCCO3)c(=S)[nH]c2c1 (stereo unspecified) do in these assays?
APE1 inh: 2.6%; POLK inh: 0.4%; POLH inh: -8.0%; Pol beta inh: 38.7%; Anesthetic bind: 0.0%; G9a inh: -9.0%; BLM inh: -3.7%; BAZ2B block: -13.1%; Pol iota inh: 4.7%

What do the screens show for `Cc1cc(NS(=O)(=O)c2ccc(NC(=O)COc3ccccc3Cl)cc2)no1`?
APE1 inh: 10.3%; POLK inh: 1.9%; POLH inh: -2.9%; Pol beta inh: 2.8%; Anesthetic bind: -5.0%; G9a inh: inconclusive; BLM inh: 1.2%; BAZ2B block: -4.2%; Pol iota inh: 17.0%

3 structures out of the list, ordered by number of heavy atoms, descending.
What do the screens show for `Cc1cc(NS(=O)(=O)c2ccc(NC(=O)COc3ccccc3Cl)cc2)no1`?
APE1 inh: 10.3%; POLK inh: 1.9%; POLH inh: -2.9%; Pol beta inh: 2.8%; Anesthetic bind: -5.0%; G9a inh: inconclusive; BLM inh: 1.2%; BAZ2B block: -4.2%; Pol iota inh: 17.0%

How did CC(=O)c1cc(-c2ccc(F)cc2)n(CCC(=O)NC(C)(C)C)c1C do in these assays?
APE1 inh: -0.1%; POLK inh: -3.4%; POLH inh: -2.6%; Pol beta inh: 100.2%; Anesthetic bind: -10.2%; G9a inh: -8.7%; BLM inh: -0.6%; BAZ2B block: 50.1µM*; Pol iota inh: 2.3%

Results for CCc1nc2c(nnn2Cc2ccc(F)cc2)c(=O)[nH]1 ?
APE1 inh: -11.8%; POLK inh: -2.1%[60.1 µM]; POLH inh: -1.6%; Pol beta inh: -0.8%; Anesthetic bind: -8.1%; G9a inh: 19.6%; BLM inh: 4.6%; BAZ2B block: -16.9%; Pol iota inh: 24.2%

New compounds follow.
Results for Cn1c(=O)c2c(nc(NCCCO)n2CCc2ccccc2)n(C)c1=O ?
APE1 inh: -1.4%; POLK inh: -10.2%; POLH inh: -10.3%; Pol beta inh: 1.1%; Anesthetic bind: -1.8%; G9a inh: 16.3%[59 µM]; BLM inh: -7.8%; BAZ2B block: 3.3%; Pol iota inh: 25.0%

How did CCn1c(=O)c2sccc2n2c(CCCC(=O)N3CCN(c4ccc(OC)cc4)CC3)nnc12 do in these assays?
POLK inh: 7.1%; POLH inh: -16.4%; Pol beta inh: 23.9%; Anesthetic bind: -8.8%; G9a inh: -7.3%[59 µM]; BLM inh: 2.7%; BAZ2B block: 0.7%; Pol iota inh: 19.5%

How did Cc1cn2c(=O)c(C(=O)N3CCN(c4ccccc4)CC3)cnc2s1 do in these assays?
APE1 inh: 40.9%[activator]; POLK inh: -11.0%; POLH inh: -6.7%; G9a inh: -41.3%; BAZ2B block: -23.3%; Pol iota inh: 13.2%

How did COc1ccc2cc(CCNC(=O)c3cc4ccccc4o3)c(=O)[nH]c2c1 do in these assays?
APE1 inh: 5.5%; POLK inh: 14.8%; POLH inh: -12.7%; Pol beta inh: 20.6%; Anesthetic bind: -12.0%; BLM inh: 0.6%; BAZ2B block: 3.6%; Pol iota inh: 18.4%

Results for COc1ccc(S(N)(=O)=O)cc1C(=O)NCCCN1CCN(c2ccc(C)cc2)CC1 ?
APE1 inh: 13.9%; POLK inh: -11.5%; POLH inh: -7.8%; Pol beta inh: 22.4%; Anesthetic bind: -10.2%; G9a inh: inconclusive; BLM inh: -1.3%; BAZ2B block: -5.6%[57.1 µM]; Pol iota inh: -1.5%

How did CCOC(=O)c1ccccc1NC(=O)COC(=O)C(Cc1c[nH]c2ccccc12)NC(C)=O (stereo unspecified) do in these assays?
APE1 inh: 19.8%; POLK inh: 1.8%; POLH inh: -6.5%; G9a inh: -26.2%; BAZ2B block: -7.2%; Pol iota inh: 11.3%

How did O=C(NC(=S)Nc1ccc2oc(=O)ccc2c1)c1cccc(F)c1 do in these assays?
APE1 inh: 28.4%; POLK inh: 0.3%; POLH inh: -10.3%; Pol beta inh: 12.6%; Anesthetic bind: -11.0%; G9a inh: inconclusive; BLM inh: -3.8%; BAZ2B block: -3.0%; Pol iota inh: inconclusive

Results for CCCCCC(=O)Nc1cccc(C2=NOC3(C2)C[C@H](C(N)=O)N(C(=O)[C@H]2CCC(=O)N2)C3)c1 (stereo partly specified) ?
APE1 inh: 0.0%; POLK inh: -3.0%; POLH inh: -0.9%; Pol beta inh: 1.1%; Anesthetic bind: -7.8%; G9a inh: 6.0%[59 µM]; BLM inh: 0.9%; BAZ2B block: -0.1%; Pol iota inh: -3.9%

How did CC(C)n1nnnc1SCC(=O)Nc1ccccc1F do in these assays?
APE1 inh: 13.4%; POLK inh: 1.3%; POLH inh: -3.0%; Pol beta inh: 4.2%; Anesthetic bind: -7.2%; G9a inh: 11.4%; BLM inh: -0.1%; BAZ2B block: 2.1%; Pol iota inh: 39.5%[activator]

Results for O=C(Nc1cc2c(cc1[N+](=O)[O-])OCCO2)c1cccnc1 ?
APE1 inh: -1.6%; POLK inh: -1.7%; POLH inh: 0.5%; Pol iota inh: 24.9%

Results for CC(C)(O)C#Cc1ccc([C@@H]2C[C@H]3CN(c4ccccc4)C(=O)[C@]34CCCN24)s1 ?
APE1 inh: -0.1%; POLK inh: -15.4%; POLH inh: -3.3%; Pol beta inh: 6.0%; Anesthetic bind: inconclusive; G9a inh: inconclusive; BLM inh: -13.3%; BAZ2B block: -34.6%; Pol iota inh: 70.1%[activator]

What do the screens show for `CCOc1ccc(C(=O)NCCS(=O)(=O)N2CCN(c3ccccc3F)CC2)cc1OCC`?
POLK inh: -2.4%[60.1 µM]; POLH inh: -11.3%; Pol beta inh: 15.1%; Anesthetic bind: 91.7%[activator]; G9a inh: 0.7%[59 µM]; BLM inh: 2.6%; BAZ2B block: 7.1%; Pol iota inh: -6.2%

What do the screens show for `Cc1ccc(NC(=O)COC(=O)c2ccccc2-c2nc3ccccc3s2)c(C)c1`?
APE1 inh: -1.3%; POLK inh: -16.8%[60.1 µM]; POLH inh: -25.5%; Pol beta inh: 1.6%; Anesthetic bind: -18.1%; G9a inh: 24.1%[59 µM]; BLM inh: -9.5%; BAZ2B block: 3.7%; Pol iota inh: 43.7%[activator]

How did COc1cccc(CNC(=O)CCC2CCCN(C(=O)c3ccccc3N(C)C)C2)c1 (stereo unspecified) do in these assays?
APE1 inh: 36.2%; POLK inh: -4.9%; POLH inh: -16.7%; Pol beta inh: 17.0%; Anesthetic bind: -2.1%; G9a inh: -22.0%; BLM inh: -5.9%; BAZ2B block: -37.4%; Pol iota inh: 13.2%

Results for COc1cc(C(=O)NNC(=O)c2ccccc2OCc2c(C)noc2C)cc(OC)c1OC ?
APE1 inh: -6.4%; POLK inh: -5.9%; POLH inh: -1.9%; G9a inh: 96.2%[activator][12.7 µM]; BAZ2B block: 7.1%; Pol iota inh: -11.0%

Results for O=S1(=O)[C@H]2C[C@@H]3CC[C@]2(CN1Cc1cccc(F)c1)O3 ?
APE1 inh: -0.8%; POLK inh: -19.8%; POLH inh: -4.9%; Pol beta inh: 2.0%; Anesthetic bind: -2.5%; G9a inh: 13.8%[59 µM]; BLM inh: -8.7%; BAZ2B block: 1.9%; Pol iota inh: -12.2%
